Compound activity: PubChem BioAssay, several laboratories
HIV fusion peptide – inhibitors of HIV fusion peptide binding, primary screen, biochemical, uHTS, fluorescence dequenching (AID 1986); cell-free peptide binding, fluorescence dequenching, 30 min; higher % means a stronger effect; inhibition, % at 20 µM; hits with a dose series show IC50 in µM; hit rate 0.3% among 290,000; in the data active means inhibition mostly above about 52%, no sharp cut-off; inactive means mostly below about 76%; further: some results filed as inactive read as strong as hits
AID2073 – inhibitors of Mint1-CaV2.2 protein interaction, biochemical, HTRF (AID 2073). HTRF protein-protein interaction, Mint1-CaV2.2; higher % means a stronger effect. one-dose inhibition, % at 20 µM; IC50 in µM for titrated hits. hit rate 0.19% among 290,000; in the data active means inhibition mostly above about 51%, no sharp cut-off; further: some results filed as inactive read as strong as hits
West Nile virus CPE – inhibition of WNV-induced cytopathic effect – cell-based, CPE readout (AID 1621). one-dose CPE inhibition, % at 10 µM; IC50 in µM for titrated hits. West Nile virus-infected cells, CPE inhibition; higher % means a stronger effect. hit rate 0.02% among 290,000; in the data active means a potency from the dose series; further: strong numbers were not always called active
Yfh1-off respiration – enhancers of respiration in Yfh1-depleted yeast, dose response, Friedreich's ataxia, plus single-dose screen (AID 1465) | S. cerevisiae Yfh1-off respiration, WST-1 reduction, 72 h; higher fold induction means a stronger effect | fold induction at 50 µM, or EC50 in µM where a hit was titrated | hit rate 0.074% among 220,000;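 active means fold induction of absorbance versus untreated yeast above a set limit, then at least 30% activation at any dose in follow-up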;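 further: activators that raise dye reduction in frataxin-depleted yeast; strong numbers were not always called active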
KOR beta-arrestin-1 – kappa opioid receptor blockers – cell-based, luminescence, uHTS (AID 1778); KOR beta-arrestin recruitment, luminescence, antagonist mode; higher % means a stronger effect; one-dose inhibition, % at 10 µM; IC50 in µM for titrated hits; hit rate 0.091% among 290,000; further: strong numbers were not always called active
HEK293 NOD2/NF-kB – NOD2 signaling inhibitors, cell-based, luminescence, uHTS, HEK293 (AID 1566). HEK293 NOD2/NF-kB luciferase reporter, luminescence; higher % means a stronger effect. one-dose inhibition, % at 4 µM; EC50 in µM for titrated hits. hit rate 0.63% among 290,000; further: many of its hits are not listed in these tables
KOR beta-arrestin-2 – KOR agonists, beta-arrestin recruitment, primary screen, cell-based, luminescence, uHTS (AID 1777); activation, % at 10 µM; hits with a dose series show EC50 in µM; KOR beta-arrestin recruitment, luminescence; higher % means a stronger effect; hit rate 0.02% among 280,000; in the data active means activation above about 50%, passing the limit was not always enough; further: a part of the inactive calls stands beside numbers as strong as those of hits
NOD1 inhibition – NOD1 signaling inhibitors, primary screen, cell-based, luminescence, uHTS (AID 1578); NOD1-driven NF-kB luciferase reporter cells, luminescence; higher % means a stronger effect; one-dose inhibition, % at 4 µM; EC50 in µM for titrated hits; hit rate 1% among 290,000; in the data active means inhibition mostly above about 36%, no sharp cut-off; inactive means mostly below about 34%;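 further: HEK-293T reporter cells stimulated with the NOD1 agonist gamma-tri-DAP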
Dengue-2 NS5 capping – flavivirus cap methylation enzyme inhibition – biochemical, confirmation dose response, primary screen (AID 588689) | Dengue-2 NS5 methyltransferase capping enzyme assay, biochemical; higher % means a stronger effect | inhibition, % at 25 µM, or IC50 in µM where a hit was titrated | hit rate 0.3% among 340,000; in the data active means a potency from the dose series
* hit, by the source's call; i = inactive; nt = not tested or not shown; [ ] = dose if it differs, or a comment. Unless noted, no stated cut-off is given here; in the data, active means inhibition above about 50%; inactive means the rest. Not all compounds are listed; the hit share may differ from the screen's.

compound | HIV fusion peptide | AID2073 | West Nile virus CPE | Yfh1-off respiration | KOR beta-arrestin-1 | HEK293 NOD2/NF-kB | KOR beta-arrestin-2 | NOD1 inhibition | Dengue-2 NS5 capping
COc1ccccc1N(Cc1ccccc1)S(=O)(=O)c1cccc(C(=O)Nc2ccccn2)c1 | 1.6% | 5.2% | -0.8% | nt | 33.8% | -56.7% | -5.2% | -40.7% | -1.9%
COc1ccc(C(=O)CSc2ccccc2C(=O)O)cc1 | -1.7% | -6.4% | 0.1% | i | -31.4% | 10.7% | 1.6% | -41.7% | -7.2%
O=S(=O)(Nc1ccccc1)c1ccc(-c2cnc(C3CC3)o2)cc1 | -2.1% | 10.2% | 0.6% | nt | -33.2% | -6.9% | 4.5% | 33.6% | -2.6%
CCCCc1ccc(-c2csc(/C(C#N)=C/c3ccco3)n2)cc1 | 49.9% | 49.9% | -0.3% | i | 13.5% | 12.1% | 3.3% | -3.6% | -12.3%
CCN(CC)CCCN1C(=O)c2oc3ccccc3c(=O)c2C1c1cc(OC)ccc1OC (configuration not stated) | 6.5% | 18.7% | nt | i | -22.9% | 15.4% | -1.4% | -14.5% | -3.2%
COc1ccccc1-n1cnc2c(c1=O)c1nc3ccccc3nc1n2CCc1ccccc1 | 0.4% | -8.7% | -0.1% | i | 37.3% | 9.9% | 2.7% | -11.6% | -5.8%
Cc1c(OCC(=O)N2C[C@H]3C[C@@H](C2)c2cccc(=O)n2C3)ccc2c3c(c(=O)oc12)CCCC3 | -0.7% | 1.3% | 0.9% | nt | -30.7%[20 µM] | 17.7% | -1.0% | -6.4% | 0.7%
CC1CCN(C2=NN3C(=N)/C(=C\c4ccc(OC(=O)c5ccco5)cc4)C(=O)N=C3S2)CC1 | 24.9% | 5.0% | 0.3% | nt | 5.8%[20 µM] | 11.3% | -2.9% | -18.0% | -4.8%
COc1ccc(-c2[nH]ncc2CN(C)Cc2cccnc2)c(OC)c1 | 1.1% | 1.6% | -0.3% | i | -27.8% | 3.4% | 0.3% | -16.3% | -5.3%
COc1cccc(NC(=O)CSc2nnc(-c3cc(C)[nH]n3)n2N)c1 | 2.9% | -3.1% | -0.5% | nt | 8.7% | -2.0% | -0.5% | -10.5% | -0.9%
O=C(O)CSc1cccc[n+]1[O-] | 0.2% | 4.1% | -0.1% | i | -8.9% | -5.6% | -1.4% | 10.6% | -4.8%
CC(=O)Nc1ccc(S(=O)(=O)Nc2ccc(Cc3ccncc3)cc2)cc1 | -1.2% | 4.9% | 0.6% | nt | 4.6% | 44.0% | -1.3% | 15.3% | -7.1%
COc1ccccc1C(=O)Nc1ccon1 | -0.3% | 1.7% | 0.4% | i | 21.1% | 18.7% | -4.0% | 6.8% | 3.2%
Cn1nc(C(F)(F)F)c(C#N)c1N1CCN(c2ccc(F)cc2)CC1 | -2.5% | 7.7% | 0.2% | i | -4.6% | 27.5% | -1.5% | 49.8% | 0.7%
CCOC(=O)c1c(C)[nH]c(C)c1S(=O)(=O)NCCCc1ccco1 | -1.7% | -7.6% | -0.3% | nt | -22.2% | -3.7% | 1.6% | -8.5% | 7.0%
CSc1ncc(CN2CCCCC2C(=O)Nc2ccc(Oc3ccccc3)nc2)cn1 (configuration not stated) | 0.3% | 8.0% | -0.1% | nt | -8.0% | 12.2% | 5.0% | 23.6% | -2.0%
COc1ccc(CCNC(=O)CSc2nc(C)nc3c2oc2ccccc23)cc1OC | -1.6% | -4.2% | -0.1% | i | -23.0% | 2.8% | 2.1% | 4.1% | -2.7%
CC(=O)c1c(C)n(-c2ccc(C)cc2)c2ccc(O)cc12 | 2.6% | 5.0% | 0.1% | nt | 3.4% | 35.8% | 0.0% | 33.3% | 7.7%
O=S(=O)(Nc1ccc(F)cc1Cl)c1ccc(-c2cnc(C3CC3)o2)cc1 | 1.4% | 4.5% | -1.4% | nt | -123.1% | 34.4% | 5.7% | 40.5% | -3.5%
N#C/C(=C\c1ccc(F)cc1)C(=O)NC1CCS(=O)(=O)C1 (configuration not stated) | 2.4% | 6.6% | 1.1% | nt | 32.8% | -2.8% | -0.8% | 35.1% | -0.7%
Cc1cccc(/C=C/c2onc(C)c2S(=O)(=O)N2CCC(C(=O)N3CCC(C)CC3)CC2)c1 | 0.0% | -0.2% | -0.3% | nt | -46.9% | 7.8% | 2.6% | -9.9% | 0.9%
O=C(O)CC(CC(=O)Nc1nncs1)c1ccccc1 (configuration not stated) | -1.9% | -4.5% | -0.2% | i | 0.9% | 10.8% | -5.3% | -6.1% | -0.7%
CCN(CC)C(=O)C1CCN(S(=O)(=O)c2ccc3c(c2)CCCN3C(=O)C2CCC2)CC1 | 1.5% | -3.1% | 0.0% | nt | -34.9% | 23.6% | -4.6% | 9.4% | -3.0%
Cc1ccc(S(=O)(=O)N2CCN(S(=O)(=O)c3ccc(C)cc3)C3OCCOC32)cc1 (configuration not stated) | -1.4% | 1.6% | -0.2% | i | 7.4% | 5.6% | 42.3% | -34.8% | 2.7%
Cc1ccn(S(=O)(=O)c2ccc(N3CCCC3=O)cc2)n1 | 0.1% | -5.5% | 0.3% | nt | -20.2% | -11.3% | -1.8% | -22.1% | -4.1%
CC(C)CNC(=O)C1c2ccccc2Oc2ccccc21 | -1.5% | 2.5% | 0.0% | i | 0.8%[20 µM] | -6.4% | nt | -13.4% | 0.8%
CCOC(=O)Nc1ccc2c(c1)N(C(=O)CCN1CCN(CCO)CC1)c1ccccc1CC2 | 0.9% | -10.8% | -0.4% | i | 4.7% | -1.6% | 3.2% | -21.7% | -2.8%
CCOC(=O)CC(NC(=O)c1ccc(C)cc1)c1ccc(C)cc1 (configuration not stated) | -2.3% | -5.3% | -0.6% | i | 8.8% | 11.9% | -3.2% | 13.6% | -6.5%
COc1cccc(CN(C)C(=O)c2cccc(OC3CCN(C4CCCC4)CC3)c2)c1 | 1.7% | 4.0% | -0.9% | i | -11.2% | -1.0% | -1.0% | -38.7% | -5.4%
Cc1ccc(-n2c(CNc3ccc(C)c(Cl)c3)n[nH]c2=S)cc1 | 1.3% | -8.0% | -1.6% | i | -50.8%[20 µM] | 5.8% | nt | -11.4% | -18.6%
COc1ccc(C(C)=O)cc1CSc1nncn1C | 0.5% | 1.3% | -0.1% | i | 8.3% | 4.6% | -2.7% | -15.1% | -5.4%
CCc1ccc2c(c1)C(C)=CC(C)(C)N2 | -2.8% | -25.1% | 0.1% | i | -4.6% | 21.6% | 0.5% | 15.1% | 8.1%
COc1ccc(-n2c(CNC(=O)c3ccc(S(=O)(=O)N4CCCC4)cc3)n[nH]c2=S)cc1 | -1.2% | -16.2% | 0.3% | i | -1.2% | 4.0% | -1.0% | 15.5% | 0.8%
O=C(Nc1ccn(-c2ccccc2)n1)c1ccccc1Br | -3.7% | 29.9% | -0.9% | i | 30.0% | -42.1% | -2.5% | -42.0% | -13.7%
COc1ccc(-c2noc(CCC(=O)N3CCN(c4cc(C)ccc4C)CC3)n2)cc1 | -3.4% | -1.7% | -0.1% | i | -36.3% | 22.5% | -1.9% | -2.6% | -2.0%
Cc1ccccc1NS(=O)(=O)c1csc(C(N)=O)c1 | 0.5% | 1.1% | 0.1% | nt | 18.3% | 4.6% | -2.1% | -0.7% | -10.2%
CC(C)=CC1C(C(=O)NCCOc2ccccc2)C1(C)C (configuration not stated) | 0.0% | 0.9% | 0.2% | nt | -35.8%[20 µM] | 6.4% | -3.9% | 11.9% | -6.6%
Cc1ccc(C(=O)N2CCN(c3ccc(NC(=O)c4cccnc4Cl)cc3)CC2)cc1 | -0.5% | 9.8% | -1.3% | nt | -10.6% | -0.2% | 1.8% | -22.5% | 0.9%
Cc1cc2oc(C(=O)Nc3cccnc3)c(C)c2cc1C | -0.5% | 0.1% | -0.1% | i | -36.6% | -48.9% | 0.9% | -60.1% | -6.3%
O=C(NCCc1ccc(Cl)cc1)C1(c2ccccc2)CC1 | 0.3% | -0.5% | -0.3% | nt | 3.7% | 18.3% | -3.5% | -26.6% | -5.2%
COc1ccc(CNC(=O)Cn2nc(C)c3c(C)n(-c4ccc(C)cc4)nc3c2=O)cc1OC | -0.7% | -1.7% | 0.0% | nt | -7.9% | 35.7% | 5.1% | -4.1% | 4.4%
COc1ccc(/C=C(/NC(=O)c2cccc([N+](=O)[O-])c2)C(=O)O)cc1 | 19.7% | 8.9% | 0.2% | i | 10.4% | 8.0% | -4.1% | -34.6% | -2.7%
CCC1CCCCN1CCCNC(=O)Cn1cc2c(n1)-c1c(oc(C(=O)N3CCCC3)c1C)CC2 (configuration not stated) | 3.2% | -0.6% | 0.0% | nt | -15.5% | 10.4% | 4.8% | 27.8% | -0.9%
CC(C)OCCCNc1ncnc2c1[nH]c1ccccc12 | -2.3% | -2.9% | -0.3% | i | 29.8% | 37.5% | -5.0% | 34.2% | -6.4%
CC(=Nc1cccc(C)c1)c1sc2ccccc2c1O | 2.1% | -1.9% | 0.0% | i | 2.2% | -112.9% | -5.8% | -42.0% | -16.8%
Cc1nn(C)c(=O)c(N)c1-c1cc(-c2ccc(Cl)c(Cl)c2)n[nH]1 | -0.5% | -3.4% | -1.6% | i | 0.5% | 9.4% | 2.8% | 3.9% | nt
CCCN(CCC)S(=O)(=O)c1ccc(C(=O)Nc2ccc(OCC(=O)N3CCOCC3)cc2)cc1 | -2.5% | -0.7% | -0.7% | i | 2.9% | 2.0% | 0.6% | 34.5% | -5.2%
Cc1ccc(NS(=O)(=O)c2ccc(Cl)s2)nc1 | 0.2% | 10.3% | 0.7% | nt | -19.2% | 6.5% | 10.2% | 26.8% | 2.6%
CCOC(=O)CCCCNCc1ccccc1 | 2.9% | 45.3% | 0.5% | i | 24.9% | 13.9% | -5.0% | 5.6% | -8.0%
O=S(=O)(Cc1ccccc1)NCCc1ccc(F)cc1 | 1.5% | -2.6% | 0.9% | nt | -10.5%[20 µM] | 12.9% | -5.3% | -13.8% | -5.4%
O=S(=O)(NCCCN1CCOCC1)c1ccc(Cl)cc1 | -0.5% | 6.2% | -0.5% | nt | -12.5% | 4.6% | -3.9% | -4.5% | -2.4%
CCOc1ccc(OCCOCCN2CCCC2)cc1 | 2.8% | 3.7% | -0.1% | nt | -9.3% | -2.8% | 1.4% | -18.6% | -7.8%
CC(=O)Nc1cccc(/C(C)=N/NC(=O)c2ccccc2Cl)c1 | 0.3% | 5.2% | 0.5% | i | 0.6% | -6.7% | 0.0% | -16.2% | -1.6%

Molecules above with a thiophene ring, fused or not (3):
compound | HIV fusion peptide | AID2073 | West Nile virus CPE | Yfh1-off respiration | KOR beta-arrestin-1 | HEK293 NOD2/NF-kB | KOR beta-arrestin-2 | NOD1 inhibition | Dengue-2 NS5 capping
Cc1ccccc1NS(=O)(=O)c1csc(C(N)=O)c1 | 0.5% | 1.1% | 0.1% | nt | 18.3% | 4.6% | -2.1% | -0.7% | -10.2%
CC(=Nc1cccc(C)c1)c1sc2ccccc2c1O | 2.1% | -1.9% | 0.0% | i | 2.2% | -112.9% | -5.8% | -42.0% | -16.8%
Cc1ccc(NS(=O)(=O)c2ccc(Cl)s2)nc1 | 0.2% | 10.3% | 0.7% | nt | -19.2% | 6.5% | 10.2% | 26.8% | 2.6%
